Screening data deposited in PubChem by several laboratories.
RTF Ca sens inh = cardiac RTF calcium desensitization; P19429+P45379; IANBD-labeled cardiac RTF, Ca2+ fluorescence; inhibition, % at 7.15 µM; 340,000 compounds, 0.12% hits; AID 493244;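 active = inhibition above the mean inhibition of all tested compounds plus 3 SD, cut at about 17% in these data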;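 also: assay run at fixed EC70 calcium of 1.6 mM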
V-ATPase pHluor = yeast V-ATPase proton transport regulation by pHLuorin; 350,000 compounds, 0.37% hits; response, % at 10 µM; S. cerevisiae, pHLuorin cytosolic pH fluorescence; in the data active = response mostly above about 7.3%, no sharp cut-off; inactive = mostly below about 5.4%; also: actives read high; inactives centre near 0; some compounds called inactive have numbers as strong as hits; reference of the scale not given here
Keap1 Nrf2 FP = Keap1-Nrf2 (human) interaction inhibition; Q14145; Keap1 Kelch-Nrf2 peptide fluorescence polarization, 1536-well; inhibition, % at 9.4 µM; 340,000 compounds, 0.15% hits; AID 504523; in the data active = inhibition above about 12%;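 also: human Keap1 Kelch domain with fluorescein labeled Nrf2 9mer peptide probe; 0% = neutral control wells and 100% = peptide positive control; higher means more block of Keap1 binding to Nrf2 peptide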
Target sequence (Q14145 whole entry, looked up, the tested form may be a part): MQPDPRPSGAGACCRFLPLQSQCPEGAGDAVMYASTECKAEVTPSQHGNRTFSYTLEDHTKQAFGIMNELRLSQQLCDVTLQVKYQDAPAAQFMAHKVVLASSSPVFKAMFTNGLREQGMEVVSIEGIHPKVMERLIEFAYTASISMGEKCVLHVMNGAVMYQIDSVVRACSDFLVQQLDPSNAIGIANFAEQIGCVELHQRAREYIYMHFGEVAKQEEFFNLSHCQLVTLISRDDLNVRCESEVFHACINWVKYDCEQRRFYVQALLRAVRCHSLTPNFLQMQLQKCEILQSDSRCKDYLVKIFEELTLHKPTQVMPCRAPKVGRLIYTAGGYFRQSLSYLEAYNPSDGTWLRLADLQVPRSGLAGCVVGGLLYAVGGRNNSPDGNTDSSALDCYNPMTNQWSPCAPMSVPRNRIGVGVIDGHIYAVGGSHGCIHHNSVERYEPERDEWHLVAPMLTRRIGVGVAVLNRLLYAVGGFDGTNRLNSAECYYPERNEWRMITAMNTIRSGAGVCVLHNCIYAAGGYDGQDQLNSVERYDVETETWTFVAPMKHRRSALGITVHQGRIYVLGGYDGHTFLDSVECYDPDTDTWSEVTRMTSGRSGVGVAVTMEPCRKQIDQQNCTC
Arr AP2 block = blocks beta-arrestin peptide binding to AP2 adaptin. FITC-arrestin peptide / GST-AP2 beads, flow cytometry; AP2 beta2 appendage carries R879A mutation. inhibition, % at 10 µM. 340,000 compounds, 0.31% hits. AID 504490;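 active = inhibition above a set limit, near 3 SD of compounds lacking own fluorescence, cut at about 54% in these data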;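 also: plate controls were DMSO wells for no effect and 5 µM unlabelled arrestin peptide for full effect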
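System: GST-AP2 R879A glutathione beads. Medium: PBS with 0.05% Tween 20 and 0.1% BSA. Also added: FITC-arrestin peptide, 50 nM. Incubation: 12 min plus 1 h, RT. Measured by: high-throughput flow cytometry of beads, ex 488, em 535 nm. Evaluation: percent drop in bead-associated FITC signal.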
DSG3 Ab inh = blocks pemphigus antibody binding to human desmoglein-3; binding (percent of control), % at 10 µM; DSG3-coupled beads, scFv-anti-DSG3-GFP binding, flow cytometry; hits give low values; 310,000 compounds, 0.48% hits; AID 588358; P32926;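 active = binding more than 3 SD below its plate's average and above zero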;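 also: hits lower antibody fragment binding to DSG3; some compounds called inactive have numbers as strong as hits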
RTF Ca sens act = cardiac RTF calcium sensitization | P19429+P45379 | AID 493008 | 340,000 compounds, 0.24% hits | activation, % at 7.2 µM | IANBD-labeled TnC RTF fluorescence at EC20 calcium; 0% EC20 calcium, 100% full calcium;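 active = activation above the mean over all tested compounds plus 3 SD, cut at about 30% in these data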;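 also: rise in fluorescence read as greater calcium sensitivity of cardiac thin filaments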
MOR-DOR inv ag = inverse agonists of human mu-delta opioid receptor heterodimerization. P35372+P41143. cell-based MOR-DOR heterodimer luminescence, inverse agonism. inhibition, % at 9.3 µM. 340,000 compounds, 0.21% hits; in the data active = inhibition above about 22%, passing the limit was not always enough;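 also: 0% = cells with DMSO and 100% = wells without cells with DMSO; values of inactives mirror those of a sister screen read the other way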
LANA DNA inh = KSHV C-LANA DNA binding inhibition; 340,000 compounds, 0.078% hits; inhibition, % at 9 µM; MBP-C-LANA/FAM-LBS DNA binding, fluorescence polarization;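 active = highest replicate inhibition at or above 60% at 9 µM, even if other replicates fall short; inactive = all replicates below 60% inhibition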;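 also: 0% = neutral control wells and 100% = 4 µM acridine orange control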
OPRM1-OPRD1 ag = OPRM1-OPRD1 heterodimerization agonism; cells, luminescence; P35372+P41143; 340,000 compounds, 0.3% hits; activation, % at 9.3 µM; AID 504326; in the data active = activation above about 18%;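 also: 0% = vehicle-treated cells and 100% = reference agonist; values of inactives mirror those of a sister screen read the other way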
Wnt act = Wnt/beta-catenin pathway activation. Wnt/beta-catenin reporter cell assay, activator, plate reader. activation, % at 9.35 µM. 300,000 compounds, 1.2% hits. AID 743398; in the data active = activation above about 30%, passing the limit was not always enough;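 also: 0% = neutral control wells and 100% = positive control wells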
* = called active by the depositor.

How did O=C(Cc1ccc([N+](=O)[O-])cc1)Nc1nccs1 do in these assays?
RTF Ca sens inh: 0; V-ATPase pHluor: -4; Keap1 Nrf2 FP: -2; Arr AP2 block: 0; DSG3 Ab inh: 112; RTF Ca sens act: 2; MOR-DOR inv ag: 12; LANA DNA inh: 0.7; OPRM1-OPRD1 ag: -2.3; Wnt act: 0

How did COc1ccc(S(=O)(=O)N2CCOC23CCN(C(=O)c2c(F)cccc2Cl)CC3)cc1 do in these assays?
RTF Ca sens inh: -3; V-ATPase pHluor: -3; Keap1 Nrf2 FP: 0; Arr AP2 block: -6; RTF Ca sens act: -6; MOR-DOR inv ag: 22; LANA DNA inh: 0.3; OPRM1-OPRD1 ag: -4.3; Wnt act: -2

What do the screens show for `O=C(COC(=O)c1cc2ccccc2o1)NCc1ccco1`?
RTF Ca sens inh: -2; V-ATPase pHluor: 0; Keap1 Nrf2 FP: -1; Arr AP2 block: -4; RTF Ca sens act: -1; MOR-DOR inv ag: 4; LANA DNA inh: -1.0; OPRM1-OPRD1 ag: -1.0; Wnt act: -3

Results for Cc1nc2c(C)cccn2c(=O)c1NC(=O)COc1ccccc1 ?
RTF Ca sens inh: -8; V-ATPase pHluor: 3; Keap1 Nrf2 FP: -5; Arr AP2 block: 3; DSG3 Ab inh: 118; RTF Ca sens act: 3; MOR-DOR inv ag: 3; LANA DNA inh: -1.5; OPRM1-OPRD1 ag: -0.6; Wnt act: 1

What do the screens show for `CC(C)[C@H](NC(=O)OCc1ccccc1)C(=O)OCC(=O)c1ccccc1`?
RTF Ca sens inh: -5; V-ATPase pHluor: 2; Keap1 Nrf2 FP: 2; Arr AP2 block: -1; DSG3 Ab inh: 104; RTF Ca sens act: -1; MOR-DOR inv ag: -3; LANA DNA inh: -0.3; OPRM1-OPRD1 ag: 0.8; Wnt act: 35*

Results for NC(=O)c1nnsc1-c1ccc(-c2snnc2C(N)=O)cc1 ?
RTF Ca sens inh: -7; V-ATPase pHluor: 3; Keap1 Nrf2 FP: 0; Arr AP2 block: -1; DSG3 Ab inh: 97; RTF Ca sens act: -1; MOR-DOR inv ag: 13; LANA DNA inh: -0.2; OPRM1-OPRD1 ag: -2.5; Wnt act: -1

Results for COc1ccc(NS(=O)(=O)c2cc(-c3cnc(C4CC4)o3)ccc2C)cc1 ?
RTF Ca sens inh: -15; V-ATPase pHluor: 2; Keap1 Nrf2 FP: 2; Arr AP2 block: 7; DSG3 Ab inh: 130; RTF Ca sens act: -7; MOR-DOR inv ag: 9; LANA DNA inh: 0.2; OPRM1-OPRD1 ag: -1.8; Wnt act: -3

How did C/C(=N\NC(=O)C(c1ccccc1)c1ccccc1)c1ccccn1 do in these assays?
RTF Ca sens inh: -4; V-ATPase pHluor: 0; Keap1 Nrf2 FP: 2; Arr AP2 block: 9; DSG3 Ab inh: 104; RTF Ca sens act: -3; MOR-DOR inv ag: 18; LANA DNA inh: -1.6; OPRM1-OPRD1 ag: -3.4

Results for COc1ccc(-c2cn3c(C)c(C(=O)NC(C)(C)C)sc3n2)cc1 ?
RTF Ca sens inh: -1; V-ATPase pHluor: 2; Keap1 Nrf2 FP: -2; Arr AP2 block: 3; DSG3 Ab inh: 109; RTF Ca sens act: -6; MOR-DOR inv ag: 8; LANA DNA inh: -1.4; OPRM1-OPRD1 ag: -1.4; Wnt act: 27

What do the screens show for `CC(=O)c1ccc(NC(=O)C2CC(=O)N(Cc3ccccc3)C2)cc1` (centres undefined)?
RTF Ca sens inh: -4; V-ATPase pHluor: -4; Keap1 Nrf2 FP: -5; Arr AP2 block: 1; DSG3 Ab inh: 101; RTF Ca sens act: -2; MOR-DOR inv ag: 18; LANA DNA inh: -1.9; OPRM1-OPRD1 ag: -3.3

How did Cc1ccc(-c2nnc(-n3ncc(C#N)c3N)c3ccccc23)cc1C do in these assays?
RTF Ca sens inh: 5; V-ATPase pHluor: 9.9*; Keap1 Nrf2 FP: 0; Arr AP2 block: 32; DSG3 Ab inh: 99; RTF Ca sens act: -5; MOR-DOR inv ag: 9; LANA DNA inh: 0.6; OPRM1-OPRD1 ag: -2.0; Wnt act: -3

Results for Cn1nnc(NCc2cc(Br)ccc2OCc2cccs2)n1 ?
RTF Ca sens inh: 1; V-ATPase pHluor: -2; Keap1 Nrf2 FP: -2; Arr AP2 block: -1; DSG3 Ab inh: 95; RTF Ca sens act: 5; MOR-DOR inv ag: -18; LANA DNA inh: 0.9; OPRM1-OPRD1 ag: 2.9

How did CCc1ccc(NC(=O)C(=O)N/N=C(\C)CC(=O)NCc2ccc(Cl)cc2)cc1 do in these assays?
RTF Ca sens inh: 14; V-ATPase pHluor: 3; Keap1 Nrf2 FP: -5; Arr AP2 block: -7; DSG3 Ab inh: 107; RTF Ca sens act: 5; MOR-DOR inv ag: 5; LANA DNA inh: 0.7; OPRM1-OPRD1 ag: -0.9; Wnt act: -1

How did Cc1ccccc1C(=O)OC1CCCN(C)C1 (centres undefined) do in these assays?
RTF Ca sens inh: 5; V-ATPase pHluor: 1; Keap1 Nrf2 FP: -6; Arr AP2 block: 17; DSG3 Ab inh: 101; RTF Ca sens act: 3; MOR-DOR inv ag: 11; LANA DNA inh: -2.6; OPRM1-OPRD1 ag: -2.1; Wnt act: 0

What do the screens show for `O=C(NC1CCCC1)C(c1ccccc1)N(Cc1ccc2c(c1)OCO2)C(=O)Cc1cccs1` (centres undefined)?
RTF Ca sens inh: -2; V-ATPase pHluor: 7; Keap1 Nrf2 FP: -6; Arr AP2 block: 9; DSG3 Ab inh: 104; RTF Ca sens act: 7; MOR-DOR inv ag: 9; LANA DNA inh: -1.0; OPRM1-OPRD1 ag: -1.6

What do the screens show for `COc1ccc(N(C(=O)c2snc(C(N)=O)c2N)C(C(=O)NC2CCCC2)c2cc(OC)ccc2OC)cc1` (centres undefined)?
RTF Ca sens inh: 2; V-ATPase pHluor: -1; Keap1 Nrf2 FP: 3; Arr AP2 block: 16; RTF Ca sens act: -10; MOR-DOR inv ag: 25; LANA DNA inh: -1.4; OPRM1-OPRD1 ag: -4.0; Wnt act: -1

How did CC(=O)c1c(N2CCN(C)CC2)nc(=S)n(-c2cc(C)ccc2C)c1C do in these assays?
RTF Ca sens inh: -10; Keap1 Nrf2 FP: -8; Arr AP2 block: -3; DSG3 Ab inh: 131; RTF Ca sens act: -5; MOR-DOR inv ag: 8; LANA DNA inh: -1.0; OPRM1-OPRD1 ag: -1.2; Wnt act: -4

What do the screens show for `CC(C)C[C@H](NC(=O)c1nc[nH]c1C(=O)N[C@@H](CCCCNC(=O)OC(C)(C)C)C(=O)OC(C)(C)C)C(=O)OC(C)(C)C`?
RTF Ca sens inh: 3; V-ATPase pHluor: 2; Keap1 Nrf2 FP: 0; Arr AP2 block: 12; DSG3 Ab inh: 103; RTF Ca sens act: -5; MOR-DOR inv ag: 14; LANA DNA inh: 0.0; OPRM1-OPRD1 ag: -3.0; Wnt act: -18

How did CCN(C(=O)COC(=O)CNC(=O)c1sc2ccccc2c1Cl)C1CCCCC1 do in these assays?
RTF Ca sens inh: -6; V-ATPase pHluor: 1; Keap1 Nrf2 FP: 0; Arr AP2 block: -3; DSG3 Ab inh: 99; RTF Ca sens act: -3; MOR-DOR inv ag: -2; LANA DNA inh: 1.1; OPRM1-OPRD1 ag: 0.4; Wnt act: -3

What do the screens show for `COC(=O)C(C)Sc1nnc(-c2ccncc2)o1` (centres undefined)?
RTF Ca sens inh: -12; V-ATPase pHluor: 2; Keap1 Nrf2 FP: -3; Arr AP2 block: 0; DSG3 Ab inh: 103; RTF Ca sens act: 1; MOR-DOR inv ag: -1; LANA DNA inh: 1.0; OPRM1-OPRD1 ag: 0.2; Wnt act: 0

Results for COc1ccccc1C(=O)N/N=C(\C)CC(=O)Nc1ccc2c(c1)OCCO2 ?
RTF Ca sens inh: -10; V-ATPase pHluor: -4; Keap1 Nrf2 FP: -3; Arr AP2 block: 10; DSG3 Ab inh: 98; RTF Ca sens act: -5; MOR-DOR inv ag: 0; LANA DNA inh: -1.7; OPRM1-OPRD1 ag: 0.0; Wnt act: 1

Results for COC(=O)c1cccc(NC(=O)CSc2nc3cccnc3n2C)c1 ?
RTF Ca sens inh: 0; V-ATPase pHluor: -5; Keap1 Nrf2 FP: 0; Arr AP2 block: 6; DSG3 Ab inh: 94; RTF Ca sens act: 2; MOR-DOR inv ag: 3; LANA DNA inh: -0.6; OPRM1-OPRD1 ag: -0.5

What do the screens show for `CC(=O)NCCNC(=O)c1ccc(-n2c(C)ccc2C)cc1`?
RTF Ca sens inh: -2; V-ATPase pHluor: -1; Keap1 Nrf2 FP: 1; Arr AP2 block: 5; DSG3 Ab inh: 109; RTF Ca sens act: 1; MOR-DOR inv ag: 7; LANA DNA inh: 1.3; OPRM1-OPRD1 ag: -1.4; Wnt act: 3

How did CCS(=O)(=O)N1CCC(C(=O)NCc2ccco2)CC1 do in these assays?
RTF Ca sens inh: -4; V-ATPase pHluor: -4; Keap1 Nrf2 FP: 0; Arr AP2 block: -3; DSG3 Ab inh: 101; RTF Ca sens act: 2; MOR-DOR inv ag: 13; LANA DNA inh: -0.3; OPRM1-OPRD1 ag: -2.2

Results for O=C(Cn1nc(C(F)(F)F)c2c1CCCCC2)N1CCOCC1 ?
RTF Ca sens inh: -5; V-ATPase pHluor: 1; Keap1 Nrf2 FP: 1; Arr AP2 block: 2; RTF Ca sens act: 2; MOR-DOR inv ag: -1; LANA DNA inh: 0.8; OPRM1-OPRD1 ag: 0.3; Wnt act: -1

What do the screens show for `COc1cc(O)c(C(CC(=O)N2CCCC(C)C2)c2cc(OC)c(OC)c(OC)c2)c(OC)c1` (centres undefined)?
RTF Ca sens inh: -13; V-ATPase pHluor: -1; Keap1 Nrf2 FP: -2; Arr AP2 block: 41; DSG3 Ab inh: 97; RTF Ca sens act: -1; MOR-DOR inv ag: 9; LANA DNA inh: -15; OPRM1-OPRD1 ag: -1.6; Wnt act: 3

What do the screens show for `CCOC(=O)c1ccc(S(=O)(=O)NCCNCc2ccccc2)cc1`?
RTF Ca sens inh: 3; V-ATPase pHluor: -2; Keap1 Nrf2 FP: -3; Arr AP2 block: -6; DSG3 Ab inh: 100; RTF Ca sens act: -4; MOR-DOR inv ag: 10; LANA DNA inh: 0.2; OPRM1-OPRD1 ag: -2.0; Wnt act: 39*

Results for O=C(CSc1ccc(-c2ccco2)nn1)NCCc1ccccc1 ?
RTF Ca sens inh: -11; V-ATPase pHluor: -3; Keap1 Nrf2 FP: -3; Arr AP2 block: 16; DSG3 Ab inh: 97; RTF Ca sens act: 1; MOR-DOR inv ag: 12; LANA DNA inh: -0.2; OPRM1-OPRD1 ag: -2.5; Wnt act: 0
